TRHR enhancer = TRH receptor (human) allosteric enhancement. P34981. TRHR cells, fluo-8 calcium fluorescence, EC20 TRH enhancement. enhancement, % at 2 µM. hit rate 0.66% among 360,000; in the data active = enhancement above about 30%; note: 0% is about no effect
Target sequence (P34981 whole entry, looked up): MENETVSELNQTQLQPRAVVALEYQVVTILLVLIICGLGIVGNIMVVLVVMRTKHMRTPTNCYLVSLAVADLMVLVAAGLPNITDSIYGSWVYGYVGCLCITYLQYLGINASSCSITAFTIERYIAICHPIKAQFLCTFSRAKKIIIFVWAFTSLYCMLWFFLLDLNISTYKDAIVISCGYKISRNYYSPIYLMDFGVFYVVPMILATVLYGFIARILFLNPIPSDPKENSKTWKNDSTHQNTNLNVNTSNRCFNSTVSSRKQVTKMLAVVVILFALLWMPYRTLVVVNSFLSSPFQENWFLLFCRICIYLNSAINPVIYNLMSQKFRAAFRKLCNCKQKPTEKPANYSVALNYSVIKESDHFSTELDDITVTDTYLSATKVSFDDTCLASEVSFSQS
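TRHR-expressing cells loaded with fluo-8 calcium dye were read kinetically (ex 480/em 530) during compound addition, then stimulated with an EC20 of TRH (10 nM final). Enhancement of the Gq-mediated intracellular calcium response was scored.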
rTrxR1 inhibitor = inhibitors of rat thioredoxin reductase 1; AID 588453; hit rate 1% among 390,000; recombinant rTrxR1, NADPH fluorescence consumption, selenite substrate; Potency, µM (series often up to 114 µM), inactives show at the top dose activity change, negative = inhibition, actives largely listed as inhibitors; note: potency is the fitted concentration of half-maximal effect; % is set by controls: 0 for no effect and ±100 for the full control effect; nearly all actives have a fitted effect of over 65% in size
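Rat TrxR1 (90 nM in the dispensed reagent) was pre-reduced with 400 uM NADPH for 5 min at room temperature, then incubated with compound for 15 min. After 400 uM selenite was added, NADPH fluorescence (Ex 340/Em 450 nm) was followed for 8 min.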
D2 antagonist = D2 dopamine receptor (human) antagonism; P14416; HEK293 TREx D2 cells, calcium flux, dopamine EC80; inhibition, % at 10 µM; hit rate 2% among 340,000; in the data active = inhibition above about 30%; note: 0% is about no effect
Target sequence (P14416 whole entry, looked up): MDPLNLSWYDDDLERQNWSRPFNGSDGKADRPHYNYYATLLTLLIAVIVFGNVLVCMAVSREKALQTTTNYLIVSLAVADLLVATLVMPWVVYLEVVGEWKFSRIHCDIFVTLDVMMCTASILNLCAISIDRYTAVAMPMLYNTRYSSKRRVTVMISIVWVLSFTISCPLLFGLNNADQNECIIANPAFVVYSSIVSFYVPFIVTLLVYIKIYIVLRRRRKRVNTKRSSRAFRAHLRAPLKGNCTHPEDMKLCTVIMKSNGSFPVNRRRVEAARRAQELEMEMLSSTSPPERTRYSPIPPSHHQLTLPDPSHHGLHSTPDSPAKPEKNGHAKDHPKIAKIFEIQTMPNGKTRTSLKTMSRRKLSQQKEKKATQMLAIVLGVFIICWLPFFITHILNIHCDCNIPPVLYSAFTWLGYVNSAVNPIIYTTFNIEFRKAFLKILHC
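Inhibition of EC80 dopamine-driven calcium flux, recorded kinetically, defines activity here; cells are a tetracycline-induced HEK293 T-REx line expressing force-coupled D2.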
mIDH1 inhibitor = human IDH1 R132H inhibition; O75874; IDH1-R132H enzyme, NADPH consumption, diaphorase/resazurin fluorescence; Potency, µM (top dose mostly 76.6 µM), for inactives: top-dose activity change, negative = inhibition, most hits filed as inhibitors; hit rate 0.093% among 390,000; AID 602179; note: potency is the fitted concentration of half-maximal effect; % is set by controls: 0 for no effect and ±100 for the full control effect; nearly all actives have a fitted effect of over 65% in size
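IDH1-R132H (0.5 ug/mL dispensed) in pH 7.5 Tris buffer was preincubated 30 min with compound, then given a substrate mix of 0.016 mM NADPH and 2 mM alpha-KG for 80 min at room temperature; remaining NADPH was read by diaphorase/resazurin fluorescence.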
USP1 inh = inhibitors of human USP1/UAF1 deubiquitinase. recombinant USP1/UAF1, Ub-Rhodamine cleavage fluorescence. O94782. Potency, µM (top dose mostly 57.1 µM), for the others: top-dose activity change, negative = inhibition, most hits filed as inhibitors. AID 743255. hit rate 0.23% among 390,000; note: potency is the fitted concentration of half-maximal effect; % is set by controls: 0 for no effect and ±100 for the full control effect; nearly all actives have a fitted effect of over 60% in size; inactives centre near -12
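In this screen, compounds sit with the deubiquitinase complex (1nM) for 15 min at room temperature before Ub-Rho is added at 150nM final. Fluorescence rise is then followed for 6 reads every 60 seconds.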
TrxR1 substrate = is turned over as a substrate by rat TrxR1. purified TrxR1 substrate turnover, NADPH consumption readout. Potency, µM (doses to about 114 µM), for the others: at the top dose activity change, negative = substrate turnover. hit rate 0.01% among 390,000; note: potency is the fitted concentration of half-maximal effect; % is set by controls: 0 for no effect and ±100 for the full control effect; nearly all actives have a fitted effect of over 50% in size
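Rat TrxR1, dispensed at 90 nM, was prereduced with 400 uM NADPH (final) for 5 min at ~22 deg C, then incubated with compound 15 min before 400 uM selenite. A first-read NADPH fluorescence drop versus no-compound background flagged substrates.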
D2 ag = activates the human D2 dopamine receptor. activation, % at 2 µM. hit rate 0.53% among 340,000. AID 485358. HEK293 T-REx D2 cells, calcium flux agonist mode;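 active = activation over 3 SD above normal in the single-dose calcium agonist read, cut at about 30% in these data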; note: 0% is about no effect
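Tetracycline-induced HEK293 T-REx cells with force-coupled D2 receptor, plated overnight at 30 C, loaded with no-wash calcium dye. After a 10 s baseline, compound was pin-added and calcium flux read kinetically for 180 s; calcium rises flagged agonists.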
TRHR agonist = agonists of human TRH receptor. P34981. TRHR cells, calcium flux fluo-8, FDSS agonist mode. activation, % at 2 µM. hit rate 0.18% among 360,000; in the data active = activation above about 30%; note: 0% is about no effect
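Agonist-mode FDSS calcium read (Ex 480/Em 530, 1 s cycles) in 1536-well TRHR cells with fluo-8 dye, after 10-cycle baseline and 23 nL compound addition; TRH at EC20 (10 nM final) added afterwards for the enhancer phase.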
PI4K2A block = PI4K2A (human) kinase inhibition. purified PI4K2A, ADP-Glo luminescence, 1 h; hits give low values. activity change, negative = inhibition, % at 76.9 µM. hit rate 0.13% among 420,000. AID 1346378; in the data active = activity change below about -50%; inconclusive = mostly about -30% to -49%;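 note: -100% = wells without enzyme as full effect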
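PI4K2A activity was measured by ADP-Glo luminescence: enzyme (4 ug/mL stock) and phosphatidylinositol (1.2 mM stock) in Tris pH 7.5/MgCl2/EGTA/Triton X-100 buffer were reacted with ATP (300 microM stock) for one hour at ambient temperature.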
Numbers without * were called inactive; ? = inconclusive; nt = not tested or not shown; & = joins results of further samples; [ ] = dose if it differs, or a comment. Unless noted, calls come from the whole dose curve; as a rule, active = well fitted inhibition curve with a large enough effect; inconclusive = small, poorly fitted or top-dose-only effect; inactive = no such curve, though single readings can be large or run the other way.

SMILES,TRHR enhancer,rTrxR1 inhibitor,D2 antagonist,mIDH1 inhibitor,USP1 inh,TrxR1 substrate,D2 ag,TRHR agonist,PI4K2A block
COc1ccc(C2=C(C)C(=O)N(Cc3ccc(C(=O)Nc4cc(C)ccc4C)cc3)S2(=O)=O)cc1,-2,28%[57.1 µM],nt,nt,-28%,45%[activator][57.1 µM],-0.5,0.7,1
Cc1ccc(N2CCN(/N=C/C(Cl)=C/c3ccccc3)CC2)cc1,-1,7%,11,3%,-24%,-2%,0.3,-0.6,0
Cc1nc2ccccn2c1C(=O)Nc1ccc(Cl)cc1,0,19%[11.4 µM],-18,11%,-9%,3%[11.4 µM],0.0,1.0,0
COc1cccc(CSc2nc3n(n2)C(CC(C)C)C(C(=O)Nc2ccccc2C)=C(C)N3)c1 (stereo unspecified),8,-10%[57.1 µM],nt,-13%,-8%,-17%[57.1 µM],nt,0.4,3
COc1cc(CNc2ccc3[nH]c(=O)[nH]c3c2)ccc1OCc1ccc(C)cc1,2,7%,0,13%,-22%,10%,0.2,9.4,2
Cc1ccc(NC(=O)CCSc2nc(-c3ccc4c(c3)OCO4)cc(C(F)(F)F)n2)c(C)c1,1,46%[activator],nt,-7%,-14%,48%[activator],-0.1,-0.4,-4
CN1CCN(S(=O)(=O)c2ccc(Br)c3nsnc23)CC1,0,-4%,-6,5%,-4%,-1%,0.1,0.3,3
Cc1cc(C)cc(C(=O)NC(=S)Nc2cccnc2)c1,-5,45µM*,8,0%,-22%,4%,0.1,-2.6,1
CC1CCN(C(=O)c2cc3ccccc3o2)CC1,0,-7%,-24,3%,4%,2%[57.1 µM],-2.6,0.5,10
COc1ccc(-n2c(SCC(=O)Nc3nccs3)nnc2-c2ccoc2C)cc1,-4,-14%,13,2%,-10%,-4%,-0.4,-1.2,-2
COc1ccc(NC(=O)CSc2nc3ccccc3c(=O)n2CCC(=O)NC2CCCCC2)c(OC)c1,-1,5%[57.1 µM],nt,-11%,-17%,-5%[57.1 µM],0.8,0.1,-2
Cc1ccc(NC(=O)c2cccc3c2C(=O)N(C2CCCCC2)C3)c(C)c1,-11&8,20%&-31%,23,6%&-1%,-8%&-5%,1%&-20%,-0.7&-0.7,-0.2&-1.9,-2&-5
CC(C)N(CCO)C(=O)C(c1ccccc1)c1ccccc1,0,4%[57.1 µM],-6,2%,-12%,11%[57.1 µM],-0.3,0.6,4
Cc1cc(NC(=O)CCN2CCN(CCO)CC2)ccc1Br,8,18%,-2,11%,1%,3%,-0.5,-1.2,-1
Cc1cccc(NC(=O)Cn2cnc3c(cnn3-c3ccc(F)cc3)c2=O)c1C,-7,6%,-3,-5%,-11%,-2%,2.1,-0.1,-6
Cc1ccc(N2CCN(/N=C/c3ccccc3[N+](=O)[O-])CC2)cc1,13,40%[activator],3,4%,-20%,0%,0.7,-1.0,11
CC(C)CNS(=O)(=O)c1ccc(S(=O)(=O)N2CCN(CCC#N)CC2)cc1,-8,5%[57.1 µM],10,-3%,-6%,13%[57.1 µM],0.3,0.0,7
CC(C)(C)OC(=O)N1CCC(c2c(C(=O)NCCc3ccsc3)cnn2-c2ccccc2Cl)CC1,-9,21%,nt,19%,?,-2%,-1.3,-1.1,-4
CCOc1ccccc1N1CC(C(=O)Nc2cc(S(C)(=O)=O)ccc2Cl)CC1=O (stereo unspecified),-4,-2%,7,3%,-14%,-7%,-0.6,-0.3,3
COc1cccc(-c2nc(N3CCCC3)c3ccccc3n2)c1O,-4,2%,-5,5%,-16%,-2%,4.7,0.9,-7
COc1ccc(OC)c(NC(=O)c2csnn2)c1,14,18%,nt,-5%,?,-8%,1.3,0.0,2
O=C(COc1ccc(/C=N/NC(=O)c2ccccc2O)cc1)Nc1ccccc1,3,23%,-4,0%,-6%,78%[activator],-0.3,0.3,-15
Cc1ccc(CCN2CCN=C2N(C)C)cc1,5,5%,-27,-10%,-24%,5%,0.5,1.0,-1
Cc1cccc(-n2c(=O)c3c(c4cc(C)ccc4n3C)n(Cc3ccccc3F)c2=O)c1,9,7%,nt,-3%,-18%,11%,-0.4,-1.3,1
COc1ccccc1C(=O)O/N=C(\N)c1ccc(Cl)cc1,nt,16%,nt,4%,-17%,4%,nt,nt,2
C=CCn1c(SC)nnc1C1COc2ccccc2O1 (stereo unspecified),6,19%[57.1 µM],-3,7%,-23%,-11%[57.1 µM],-0.7,-0.4,2
Cc1cc(C)n(-c2nc3sc4c(c3c3nnc(SCC(N)=O)n23)CC(C)(C)OC4)n1,5,-12%[57.1 µM],7,-2%,3%,18%[57.1 µM],0.1,1.0,-3
COC(=O)C/C=C/[C@@H](C)[C@@H](/C=N/O[C@@H](C)c1cn([C@H](CO)Cc2ccccc2)nn1)NS(=O)(=O)c1ccc(C)cc1,-5,nt,-3,nt,nt,nt,-2.6,-0.1,nt
CCCN(CC1CC1)C(=S)NC(=O)C1CC1,-4,11%[57.1 µM],1,5%,-12%,-8%,1.3,-0.1,2
Cc1nn2c3cc(N4CCOCC4)ccc3nc2c2ccccc12,nt,-3%,nt,3%,4%,3%[57.1 µM],nt,nt,0
O=C(NCC1(N2CCOCC2)CCCCC1)c1cccc(S(=O)(=O)N2CCc3ccccc3C2)c1,0,16%,-9,8%,-15%,-4%[57.1 µM],0.3,0.1,1
N#Cc1ccc(N/N=C/c2cn(-c3ccccc3)nc2-c2ccccc2)c([N+](=O)[O-])c1,5,-12%,7,5%,-10%,-8%,-1.3,-0.2,-2
CC(=O)N(c1ccc(C)cc1)S(=O)(=O)c1ccc(Cl)cc1,-1,-2%,-16,0%,-24%,-7%,-1.3,1.3,-2
COCc1cc(C)nc2sc(C(=O)NC3CCCCC3)c(N)c12,-5,14%[57.1 µM],11,0%,-16%,10%[57.1 µM],-1.0,0.0,2
O=C(NCCCN1CCCC1)c1ccc2c(Cl)c3c(nc2c1)CCCC3,-1,-15%[57.1 µM],-24,3%,0%,-2%[57.1 µM],0.2,-0.3,1
Cc1cc(OCC(=O)Nc2c(C(=O)c3ccccc3)oc3ccccc23)cc(C)c1Cl,-2,11%,nt,4%,-6%,6%,0.0,-1.1,2
CC(C)c1ccc(NC(=O)NCc2cccnc2)cc1,-1,12%[57.1 µM],-2,4%,-15%,-1%[57.1 µM],-1.2,-0.4,-1
CCN(C(=O)C(C)Sc1nnc(-c2ccncc2)n1C)C1CCCCC1 (stereo unspecified),nt,12%,nt,3%,-4%,5%,nt,nt,-3
COc1ccc(C(CNC(=O)c2ccc(-c3cccc(C(F)(F)F)c3)o2)N2CCOCC2)cc1 (stereo unspecified),3,-11%,-26,3%,-8%,-9%,5.1,8.9,-3
CCOC(=O)C1=CN(Cc2cccc(-c3cccnc3)c2)S(=O)(=O)N(CC)C1C (stereo unspecified),nt,14%,nt,-10%,-28%,-1%,nt,nt,-3
Cc1ccccc1C(=O)Nc1ccc(C(=O)OCc2cc(=O)n3c4c(sc3n2)CCCC4)cc1,-2,7%[57.1 µM],nt,10%,-25%,-2%[57.1 µM],2.0,0.6,4
CCc1nc(-c2cc3ccc(C)cc3[nH]c2=O)no1,-2,-4%,28,10%,-21%,77%[activator],0.5,-0.4,-5
Cc1ccsc1CN(C(=O)COc1cccc(C)c1C)C1CCS(=O)(=O)C1 (stereo unspecified),0,4%,nt,nt,?,-9%,3.6,0.0,-4
Oc1ccc(Cl)cc1C=Nc1ccccc1Br,-4,-19%,18,-1%,-7%,-15%,0.7,0.8,1
O=C(C1CCCCC1)N(Cc1cccnc1)c1nc2ccc(Cl)cc2s1,-1,6%[57.1 µM],nt,-16%,-14%,-7%[57.1 µM],0.4,0.4,0

Complete entries, quoted from the list:
Record of `CCOC(=O)C1=CN(Cc2cccc(-c3cccnc3)c2)S(=O)(=O)N(CC)C1C` (stereo unspecified) → TRHR enhancer = nt; rTrxR1 inhibitor = 14%; D2 antagonist = nt; mIDH1 inhibitor = -10%; USP1 inh = -28%; TrxR1 substrate = -1%; D2 ag = nt; TRHR agonist = nt; PI4K2A block = -3
Record of `COc1ccc(NC(=O)CSc2nc3ccccc3c(=O)n2CCC(=O)NC2CCCCC2)c(OC)c1` → TRHR enhancer = -1; rTrxR1 inhibitor = 5%[57.1 µM]; D2 antagonist = nt; mIDH1 inhibitor = -11%; USP1 inh = -17%; TrxR1 substrate = -5%[57.1 µM]; D2 ag = 0.8; TRHR agonist = 0.1; PI4K2A block = -2

More entries
SMILES,TRHR enhancer,rTrxR1 inhibitor,D2 antagonist,mIDH1 inhibitor,USP1 inh,TrxR1 substrate,D2 ag,TRHR agonist,PI4K2A block
COc1ccccc1CNC(=O)CSc1cc(C)[nH]c(=O)n1,-2,15%[57.1 µM],nt,-8%,-4%,-3%[57.1 µM],nt,0.6,3
Cc1cc(N2CCC(C)CC2)nc2ccc(N3C(=O)CCC3=O)cc12,0,8%,1,-1%,-1%,89%[activator],-0.4,-0.3,-2
Cc1cccc(COc2ccccc2C(=O)N(C)CC(=O)Nc2cccc(F)c2)c1,-26,10%,8,15%,-7%,0%,0.2,-0.1,3
O=C(NCCc1ccc(C(F)(F)F)cc1)C1CCC(=O)N(CCCc2ccccc2)C1 (stereo unspecified),9,17%,-1,-2%,-21%,-3%,0.8,-0.1,5
CCSc1ncc(Cl)c(C(=O)Nc2nnc(CC)s2)n1,-8,15%,nt,12%,4%,0%,-0.3,-0.4,0
CCn1cc(C(=O)O)c(=O)c2cc(F)c(N3CCN(C(=S)NC(=O)c4ccc(F)c(F)c4)CC3)cc21,1,-21%,9,-10%,6%,6%,0.1,0.4,0
CCOC(=O)N1CCN(C(=O)c2cnn3c(C(F)F)cc(-c4ccc(C)cc4)nc23)CC1,2,10%[57.1 µM],-8,5%,-18%,9%[57.1 µM],0.7,-0.8,7
Cc1cc(C)c2c(N)c(S(=O)(=O)c3ccccc3)sc2n1,-5,-17%[57.1 µM],nt,-1%,-21%,20%[57.1 µM],nt,-0.4,2

Bioassay records as filed in PubChem.
